TTR transcr act – TTR transcription activators in neuroblastoma reporter cells, primary screen, cell-based, luminescence, SH-SY5Y, TTR promoter Gaussia luciferase; 100% = recombinant luciferase protein wells; activation, % at 16.7 µM; AID 1117267, 2014; 92,000 tested, 1.3% active;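 active means activation above the mean of all tested compounds plus 3 SD, cut at about 9.5% in these data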;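 further: cells exposed to compounds for one day before reading; 0% = median of all test compound wells on the plate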
An asterisk follows results filed as active.

The first 17 records (preview)
TTR transcr act | molecule
-5.8 | COc1ccc(C=C2OC(=O)C(C(C)=O)=C2O)cc1
-0.2 | CCC(C)(NC(=O)c1ccc(=O)[nH]c1)C(=O)NC1CCCC1 (stereo not drawn)
1.0 | O=C(Nc1ccc(F)cc1)C1CCN(C(=O)c2ccc([N+](=O)[O-])cc2)CC1
-1.9 | Cc1ccc(C)n1-c1nn(S(=O)(=O)c2cccc(C(F)(F)F)c2)c2cccc(F)c12
1.4 | O=C1O[C@@H](c2ccccc2)C[C@@H](O)[C@H](O)CCCc2ccccc21
6.3 | CC(=O)N1N=C(c2cccc(NS(C)(=O)=O)c2)CC1c1ccc2c(c1)OCO2 (stereo not drawn)
-1.6 | CCOc1cc(CNCCc2ccc(S(N)(=O)=O)cc2)ccc1OCc1ccccc1
-3.8 | O=C(Nc1cccnc1)c1ccc(Br)s1
3.4 | CCOc1cc(-c2noc(CCC(=O)NC3CCCCC3)n2)ccc1OC
4.5 | CC1CCCC(C)N1CCOc1cc(N)ccc1C#N (stereo not drawn)
-1.1 | CCCn1c(=O)c(C(=O)NCc2ccccc2)c(O)c2ccccc21
2.0 | CCc1nc2ccc(C(=O)N3CCN(C(=O)c4ccco4)CC3)cn2c1N(C=O)Cc1ccc(OC)cc1
-1.6 | N#Cc1c(SCc2cccc(Cl)c2)sc(C(=O)c2ccccc2)c1N
-0.4 | CCOC(=O)c1sc(NC(=O)c2cccnc2)nc1C
0.5 | CCOC(=O)/C(C#N)=C1/C=CNC(=O)N1
2.6 | CCOc1ccc(C(F)(F)F)cc1NC(C)=O
2.5 | CC(=O)Nc1ccc(S(=O)(=O)NC2Cc3ccccc3C2)cc1

The listing, from the first entry:
TTR transcr act | molecule
-5.8 | COc1ccc(C=C2OC(=O)C(C(C)=O)=C2O)cc1
-0.2 | CCC(C)(NC(=O)c1ccc(=O)[nH]c1)C(=O)NC1CCCC1 (stereo not drawn)
1.0 | O=C(Nc1ccc(F)cc1)C1CCN(C(=O)c2ccc([N+](=O)[O-])cc2)CC1
-1.9 | Cc1ccc(C)n1-c1nn(S(=O)(=O)c2cccc(C(F)(F)F)c2)c2cccc(F)c12
1.4 | O=C1O[C@@H](c2ccccc2)C[C@@H](O)[C@H](O)CCCc2ccccc21
6.3 | CC(=O)N1N=C(c2cccc(NS(C)(=O)=O)c2)CC1c1ccc2c(c1)OCO2 (stereo not drawn)
-1.6 | CCOc1cc(CNCCc2ccc(S(N)(=O)=O)cc2)ccc1OCc1ccccc1
-3.8 | O=C(Nc1cccnc1)c1ccc(Br)s1
3.4 | CCOc1cc(-c2noc(CCC(=O)NC3CCCCC3)n2)ccc1OC
4.5 | CC1CCCC(C)N1CCOc1cc(N)ccc1C#N (stereo not drawn)
-1.1 | CCCn1c(=O)c(C(=O)NCc2ccccc2)c(O)c2ccccc21
2.0 | CCc1nc2ccc(C(=O)N3CCN(C(=O)c4ccco4)CC3)cn2c1N(C=O)Cc1ccc(OC)cc1
-1.6 | N#Cc1c(SCc2cccc(Cl)c2)sc(C(=O)c2ccccc2)c1N
-0.4 | CCOC(=O)c1sc(NC(=O)c2cccnc2)nc1C
0.5 | CCOC(=O)/C(C#N)=C1/C=CNC(=O)N1
2.6 | CCOc1ccc(C(F)(F)F)cc1NC(C)=O
2.5 | CC(=O)Nc1ccc(S(=O)(=O)NC2Cc3ccccc3C2)cc1
1.2 | O=C(N/N=C/c1cn(CC(=O)N2CCOCC2)c2ccccc12)c1cccnc1
-1.7 | CS(=O)(=O)N1CCc2cc(C(=O)N3CCCCC3)ccc21
-0.6 | COC(=O)CNC(=O)C1CCN(S(=O)(=O)c2cnc[nH]2)CC1
0.5 | COc1ccc(OC)c(CN2CCN(C(=O)c3ccc(F)cc3)CC2)c1
-2.9 | S=C(NN=C(c1ccccc1)c1ccccn1)N(Cc1ccccn1)Cc1ccccn1
-1.8 | CC(=O)Nc1ccccc1OCC(=O)N(Cc1ccccc1)C(C)C
2.7 | C/C(=N/NC(=O)CN1CCN(Cc2ccccc2Cl)CC1)c1cccs1
-0.1 | COc1cc(/C=N/NC(=O)C(Cc2c[nH]c3ccccc23)NC(=O)OCC(C)C)cc([N+](=O)[O-])c1OCc1ccccc1 (stereo not drawn)
3.0 | COc1ccc(OC)c(/C=N/NC(=O)c2[nH]ncc2Br)c1
0.0 | O=C(c1ccc(-n2nc(C(F)(F)F)c3c2CCCC3)cc1)N1CCOCC1
3.9 | COCCNC(=O)C(=O)Nc1cc2c3c(c1)CCC(=O)N3CCC2
-1.7 | Cc1ccc2nc(-c3ccc(Br)cc3)cc(C(=O)NCC3CCCO3)c2c1 (stereo not drawn)
0.7 | COc1cccc(CNCc2ccc(OC)cc2OC)c1
1.2 | O=C(Cn1cc(C(F)(F)F)ccc1=O)N/N=C/c1cccc(Cl)c1Cl
-3.0 | O=C(N/N=C/c1cccc2cccnc12)c1ccccc1O
1.6 | CN(C)C(=O)CCc1ccc2c3c([nH]c2c1)[C@]1(C)[C@@H](C(=O)N2CCOCC2)C[C@H](CC(=O)NCCc2ccccn2)C(=O)N1CC3
0.0 | COc1ccc(NC(=O)Cc2c[nH]c3ccccc23)cc1S(=O)(=O)N1CCCCC1
1.1 | CC(C)Cc1nc2sc3c(c2c(=O)n1N)CC(C(C)C)OC3 (stereo not drawn)
1.7 | N#Cc1c(N2CCCC2)ccc(Br)c1Cl
-1.2 | COc1ccc(/C=C2/S/C(=N/S(=O)(=O)Cc3ccccc3)NC2=O)cc1OC
1.6 | Cc1nnc(SCC(=O)c2c(N)n(C)c(=O)n(C)c2=O)[nH]c1=O
0.3 | NC(=O)c1ccsc1NC(=O)CN1C(=O)NC2(CCCCC2)C1=O
-0.2 | Cc1ccc(S(=O)(=O)N2C[C@H]3C(=O)C[C@@H](c4ccccc4F)N(S(=O)(=O)c4ccc(C)cc4)[C@H]3C[C@H]2c2ccccc2)cc1
2.0 | CCn1c(SCC(=O)NC2CCCCC2C)nnc1-c1ccc(OC)cc1 (stereo not drawn)
-0.4 | C[C@H](CO)N1C[C@H](C)[C@H](CN(C)C(=O)c2ccncc2)OCc2ccccc2-c2c(n(C)c3ccccc23)C1=O
3.0 | O=C(Nc1cccc2ncccc12)c1ccco1
7.1 | CC(C#N)On1c(SC(C)C#N)nc2ccccc2c1=O (stereo not drawn)
-1.6 | COCCNc1nc(NCc2ccccc2OC)c2sccc2n1
0.0 | Cc1ccc(C(C[N+](=O)[O-])c2c(C)[nH]n(-c3ccccc3)c2=O)cc1 (stereo not drawn)
-0.3 | O=[N+]([O-])c1ccc(CN2CC(N3CCN(CCO)CC3)CS2(=O)=O)cc1 (stereo not drawn)
-0.8 | C=CCNC(=O)COc1ccc(Oc2ccccc2)cc1
0.8 | CCOC(=O)C1=CCC(c2cc3ccc(OC)cc3n2C(=O)OC(C)(C)C)NC1 (stereo not drawn)
0.4 | CCCCNC(=O)C[C@H]1C[C@@]2(C(=O)OC)C(=C[C@H](C(C)C)O[C@@H]2C2CC2)N(Cc2ccc(Cl)cc2Cl)C1=O
14* | COc1ccc(N=Cc2[nH]c3ccccc3c2O)cc1
-0.8 | CN(C)c1ccc(NC(=O)Cn2ncn3c(cc4ccccc43)c2=O)cc1
1.2 | COc1ccccc1/C=C(/NC(=O)c1ccccc1)C(=O)NCCCn1ccnc1
-3.2 | CC(=O)c1ccc(NC(=O)c2ccc(CSc3ccccc3)o2)cc1
0.4 | CC1CCN(C(C(=O)Nc2ccc3c(c2)OCO3)c2ccccc2)CC1 (stereo not drawn)
-0.9 | Cc1cccc(NC(=S)NCc2ccc(F)cc2)c1

Following part
TTR transcr act | molecule
1.5 | O=C(CO/N=C/c1c(Cl)cccc1Cl)NNC(=O)c1cccc(Cl)c1
-0.3 | CCN(CC)C(=O)COC(=O)C1=NN(c2cc(C)ccc2C)C(=O)CC1
2.2 | O=C(O)c1cc(-c2ccco2)nn1-c1cccc(Cl)c1
-0.5 | Nc1c(C(=O)Nc2ccccc2)nnn1-c1ccc2c(c1)OCCO2
-0.5 | CCOC(=O)c1ccc2nc(NC(=O)C(C)C)sc2c1
0.4 | COc1ccc2c(c1)cc1n2CCN=C1NCCO
9.4 | COc1ccc(/C=N/N2CCOCC2)cc1Cn1nc(C)c([N+](=O)[O-])c1C
-2.6 | CCOc1ccc(/C=N/NC(=S)Nc2c(C)cccc2C)cc1

Ordered by SMILES length (falling): some entries from above.
TTR transcr act | molecule
9.4 | COc1ccc(/C=N/N2CCOCC2)cc1Cn1nc(C)c([N+](=O)[O-])c1C
-0.3 | CCN(CC)C(=O)COC(=O)C1=NN(c2cc(C)ccc2C)C(=O)CC1
2.2 | O=C(O)c1cc(-c2ccco2)nn1-c1cccc(Cl)c1

Additional results.
TTR transcr act | molecule
-3.0 | CCCNC(=O)c1ccc(N2CCC3(CC2)CC(c2ccccc2)=NO3)c(NC(=O)c2ccc(Br)cc2)c1
-3.2 | CCc1ccc(NC(=O)c2cnn3ccccc23)cc1
0.7 | O=C(O)CC(C(=O)O)N1C(=O)/C(=C/C=C/c2ccco2)SC1=S (stereo not drawn)
1.6 | CC1CCN(C2CCN(S(=O)(=O)c3ccc(F)cc3)CC2)CC1
2.4 | CC(C)(C)n1nc2c(c1NC(=O)CCCc1ccccc1)CS(=O)C2 (stereo not drawn)
0.8 | C#CC[N+]1(CC#Cc2ccc(C)cc2)CCCCC1
-1.4 | COc1ccc(CC2(CO)CCN(Cc3ccncc3)CC2)cc1
-1.5 | O=C(Cc1ccccc1F)NNC(=O)c1cccs1
2.7 | COc1cccc(C(=O)N(C)CC(=O)Nc2cccc3ccccc23)c1
0.1 | CSc1ccc(CN2CCN(CC=C(C)C)C(CCO)C2)cc1 (stereo not drawn)
-0.2 | CNC(=O)C[C@H]1C(=O)N(Cc2ccccc2)C[C@@H]1CSC
-0.2 | CC(C(=O)Nc1ccc(F)c(F)c1F)N(C)CC(=O)Nc1ccccc1Br (stereo not drawn)
-1.6 | COc1ccc(N2CCN(Cc3nc(-c4ccc(Cl)cc4Cl)no3)CC2)cc1
-3.5 | C=CCn1c(COc2cccc(C)c2C)nnc1SCC(=O)N1CCN(c2ccccc2)CC1
2.1 | COC(=O)/C(C#N)=C(/Nc1ccc(F)c(Cl)c1)C(F)(F)F
-1.0 | COC(=O)c1cc(C)sc1NC(=S)N1CCN(CCc2ccccc2)CC1
3.6 | CC(C)c1c(C(=O)N/N=C/c2cccnc2)nnn1-c1nonc1N
-1.1 | COC(=O)c1cn(NC(=O)c2ccncc2)c(=O)c2ccccc12
4.8 | Cc1cccc(C)c1NC(=O)C(c1cccc([N+](=O)[O-])c1)N(C)C(=O)c1ccccn1 (stereo not drawn)
4.2 | CCCC[C@@H]1C=C(C(=O)O)[C@H](c2ccc3c(c2)OCO3)N1S(=O)(=O)c1ccc(C)cc1
-4.4 | Cc1occc1C(=O)NNS(=O)(=O)c1ccc(Cl)cc1
-3.6 | COc1cc(S(=O)(=O)N2CCCCC2)ccc1NC=O
0.9 | CCc1ccccc1NC(=O)[C@@H]1CCCN1S(=O)(=O)c1cccc2cccnc12
-1.1 | CC(C)(C)OC(=O)N[C@@H]1C=CC(=O)C1
-0.8 | Cc1ccc(S(=O)(=O)NCCC(=O)Nc2cccc(S(=O)(=O)N3CCCC3)c2)cc1C
1.1 | COc1cc(OC)c(C(=O)Nc2ccc(S(=O)(=O)Nc3ncccn3)cc2)cc1OC
3.0 | O=C(/C=C/c1ccco1)Nc1ccccn1
-6.5 | O=C(c1ccccc1)N(c1ccccc1)C1C=CS(=O)(=O)C1 (stereo not drawn)
1.3 | O=C(NC12CC3CC(CC(C3)C1)C2)c1cc([N+](=O)[O-])ccc1Cl
-0.2 | COc1ccccc1OCCNC(=O)CCNS(=O)(=O)c1ccc(C)cc1
0.1 | Cc1ccc(/C=N/NC(=S)NC2CCS(=O)(=O)C2)cc1 (stereo not drawn)
-1.0 | COc1ccc(N2CCN(Cc3cc(=O)c(OCC(=O)Nc4ccccc4)co3)CC2)cc1
-1.0 | COCCN(C(=O)COC(=O)c1ccc(Br)o1)c1c(N)n(Cc2ccccc2)c(=O)[nH]c1=O
0.6 | CCN(CC)c1ccc(N2C(=O)/C(=C\c3cccs3)SC2=S)cc1
-0.1 | Cn1c(=O)cc(OCC(=O)Nc2ccccn2)c2ccccc21
-0.5 | CC1CN(C(=O)COC(=O)c2cnc(Cl)c(Cl)c2)CC(C)O1 (stereo not drawn)
-3.2 | CCCCOC(=O)c1ccc(NC(=O)C(=O)NCc2ccncc2)cc1
0.0 | Clc1cccc(OCc2nc(-c3ccncc3)no2)c1
-0.3 | O=C(NNC1CC(=O)N(c2ccc(Cl)cc2)C1=O)c1ccccc1Cl (stereo not drawn)
-0.4 | CCN1CCN(CC(=O)Nc2sc3c(c2C#N)CCC3)CC1
-0.8 | Cc1cc(=O)oc2cc(NC(=O)c3cc([N+](=O)[O-])ccc3N3CCOCC3)ccc12
8.1 | Cc1ccc2c(c1)N=C(c1ccc(F)cc1)CO2
-0.8 | CCCCCCCCC/C(=N\O)c1ccccn1
2.0 | CC(Sc1ccc2ccccc2n1)C(=O)O (stereo not drawn)
-1.7 | CC(=O)Nc1nc2ncccn2c1-c1ccc(C(F)(F)F)cc1
2.4 | Cc1ccc(CNC(=O)NCc2ccccc2)cc1
1.4 | O=C(CSc1nccc(-c2cccs2)n1)Nc1ccc(F)c(Cl)c1
-1.5 | CC1Cc2cc(/C(O)=C3/C(=O)C(=O)N(CCN4CCOCC4)C3c3cccc(O)c3)ccc2O1 (stereo not drawn)
1.0 | O=S(=O)(c1ccc2[nH]ccc2c1)N1CCCCCC1
0.6 | O=C(Nc1cccc(Cl)c1Cl)c1ccncc1
-3.1 | Fc1ccc(Nc2c3c(nc4ccccc24)CCC3)cc1
1.1 | O=C(c1ccc(Cl)cc1)c1cn[nH]c1-c1ccccc1O
0.6 | COc1ccc(C)cc1NC(=O)CCN1CCN(c2ccccc2)CC1
7.0 | COc1ccc(NC(C)=O)cc1NC(=O)CN1CCN(S(=O)(=O)c2ccc(C(C)C)cc2)CC1
-0.2 | Cc1nn(-c2ccc(Cl)cc2)c(Cl)c1/C=N/NC(=O)c1ccc(NS(=O)(=O)c2cccs2)cc1
0.6 | COc1ccccc1NC(=S)OCCN1CCCC12CCC(c1ccccc1)CC2 (stereo not drawn)
0.3 | CCCCn1nnnc1C(c1cc2ccccc2o1)N1CCCN(C(=O)OC(C)(C)C)CC1 (stereo not drawn)
-1.9 | O=C(N/N=C/c1cccn1-c1ccc(O)cc1)c1cccc2ccccc12
0.1 | O=C(OCc1cn(Cc2cc(F)ccc2F)nn1)N1CCOCC1

Compound activity deposited in PubChem BioAssay by The Scripps Research Institute Molecular Screening Center.

Only part of the results is shown, so the mix of outcomes need not match the whole.
